PfG6PD inh – PfG6PD (Plasmodium falciparum) enzyme inhibition. PfGluPho enzyme, NADPH resazurin-diaphorase fluorescence. inhibition, % at 20 µM. AID 504690. 0.78% of 350,000 active;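 active = inhibition reaching at least a set limit at 20 µM in the primary screen, cut at about 59% in these data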;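 note: 0% = DMSO wells with substrate and 100% = DMSO wells lacking glucose-6-phosphate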
SENP1 FRET inh – blocks the human SENP1 SUMO protease catalytic domain; Q9P0U3; recombinant SENP1 catalytic domain, CyPet-SUMO1-YPet FRET cleavage; inhibition, % at 10 µM; 0.21% of 360,000 active; AID 624204;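 active = inhibition at least 30% at 10 µM, raw YFP signal under a set limit, fluorescence ratio 0.5 to 1.5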;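 note: 0% = enzyme with DMSO and 100% = no enzyme wells; some results filed as inactive read as strong as hits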
Target sequence (Q9P0U3 419-644 limits assumed): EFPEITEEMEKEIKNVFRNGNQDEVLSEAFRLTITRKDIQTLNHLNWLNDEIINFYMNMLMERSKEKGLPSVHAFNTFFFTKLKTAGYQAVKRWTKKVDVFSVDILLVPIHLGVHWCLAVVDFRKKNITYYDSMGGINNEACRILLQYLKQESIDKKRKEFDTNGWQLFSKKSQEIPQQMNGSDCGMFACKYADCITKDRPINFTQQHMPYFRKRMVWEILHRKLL
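Material – human SENP1 catalytic domain · Input – SENP1 enzyme, 20 pM final · Compound dosing – single concentration of 10 µM compound, 0.5% DMSO final · Timing – enzyme reaction for 50 min at room temperature, dark · Measured by – FRET fluorescence in CFP and YFP emission channels · Control set – no-enzyme wells low, DMSO-plus-enzyme wells high control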
SENP8 block – SENP8 (human) protease inhibition; recombinant SENP8, Nedd8 substrate fluorescence; AID 602440; 0.64% of 360,000 active; inhibition, % at 20 µM; in the data active = inhibition mostly above about 40%, no sharp cut-off; inactive = mostly below about 27%
Target sequence (Q96LD8 whole entry, looked up): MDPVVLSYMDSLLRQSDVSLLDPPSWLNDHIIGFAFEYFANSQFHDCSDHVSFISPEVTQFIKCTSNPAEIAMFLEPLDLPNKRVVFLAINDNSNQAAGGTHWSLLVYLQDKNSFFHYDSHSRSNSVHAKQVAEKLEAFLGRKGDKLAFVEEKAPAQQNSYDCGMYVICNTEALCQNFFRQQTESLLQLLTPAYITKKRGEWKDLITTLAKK
GRIN3A LBD mod – modulators (binders) of human NR3A ligand-binding domain; NR3A LBD differential scanning fluorimetry, Tm shift; 0% = protein alone, 100% = glycine-bound protein; Tm shift relative to glycine control, % at 25 µM; 2.5% of 340,000 active;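 active = melting temperature shift of at least 10% of the positive control shift, at one fixed dose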
SENP6 block – SENP6 protease inhibition; AID 2599; Recombinant SENP6 catalytic domain, aminoluciferin luminescence; 1.8% of 330,000 active; inhibition, % at 10 µM; Q9GZR1;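 active = inhibition above about 50% at the single tested dose, limit read from the data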;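 note: plate controls were DMSO wells with enzyme for no effect and DMSO wells lacking enzyme for full effect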
Target sequence (Q9GZR1 628-1112 limits assumed): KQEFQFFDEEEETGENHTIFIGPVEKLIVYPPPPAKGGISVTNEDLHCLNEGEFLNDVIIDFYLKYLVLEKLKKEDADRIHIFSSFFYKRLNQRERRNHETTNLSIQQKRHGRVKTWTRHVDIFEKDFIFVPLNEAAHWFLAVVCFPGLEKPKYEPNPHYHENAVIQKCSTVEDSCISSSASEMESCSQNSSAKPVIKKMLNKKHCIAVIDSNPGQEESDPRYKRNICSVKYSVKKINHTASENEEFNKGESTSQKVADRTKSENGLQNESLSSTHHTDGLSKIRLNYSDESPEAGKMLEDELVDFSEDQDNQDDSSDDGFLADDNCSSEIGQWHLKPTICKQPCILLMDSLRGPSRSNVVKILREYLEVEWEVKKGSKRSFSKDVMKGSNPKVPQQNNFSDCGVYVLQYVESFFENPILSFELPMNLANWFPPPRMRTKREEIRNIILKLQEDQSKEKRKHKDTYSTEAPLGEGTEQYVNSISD
ATG4B inhibitor – ATG4B (human) cysteine protease inhibition; Q9Y4P1; ATG4B cleavage of LC3-PLA2, NBD-HPC fluorescence, 1 h; inhibition, % at 8.33 µM; 0.51% of 340,000 active; AID 504462; in the data active = inhibition above about 40%
MPTP block – inhibitors of mitochondrial permeability transition pore. AID 602449. isolated mouse mitochondria, Ca2+ swelling absorbance, 30 min. inhibition, % at 10 µM. 1.4% of 360,000 active;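 active = inhibition of 50% or more, scaled per plate between neutral and stimulator controls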;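 note: 0% = DMSO wells given calcium and 100% = 1 mM EGTA wells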
hIAP activ – increases human intestinal alkaline phosphatase activity; purified human IAP, CDP-Star luminescence, 30 min; stronger effect = higher value; 1 = vehicle-only enzyme, 0 = enzyme-free background; P09923; AID 2524; 0.16% of 330,000 active; activation factor at 10 µM;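 active = activation factor of the enzyme at least 2-fold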; note: the source names both 10 and 20 µM as test concentration; values of inactives mirror those of a sister screen read the other way
Numbers without * were called inactive.

O=C(c1cn(-c2ccccc2)nc1-c1cc2ccccc2oc1=O)N1CCOCC1 was read as PfG6PD inh -4, SENP1 FRET inh -11, SENP8 block -390, GRIN3A LBD mod -3, SENP6 block -5, ATG4B inhibitor -6, MPTP block -0.9 and hIAP activ 0.91.
Screening Cn1c(=O)[nH]c(=O)c2c1nc(SCc1ccccc1Cl)n2CC(N)=O returned SENP1 FRET inh -1, SENP8 block 10, SENP6 block -16, MPTP block -0.7 and hIAP activ 1.
`CC(=O)OCC(=O)C1(O)CCC2C3CCC4=CC(=O)CCC4(C)C3C(O)CC21C` (configuration not stated) gave PfG6PD inh 6, SENP1 FRET inh 5, SENP8 block 5, GRIN3A LBD mod -1, ATG4B inhibitor 0 and MPTP block -1.8.
`Cc1oc(C(N)=O)nc1-c1ccccc1` gave PfG6PD inh -14, SENP1 FRET inh 2, SENP8 block 12, GRIN3A LBD mod -5, SENP6 block -2, ATG4B inhibitor 2, MPTP block -3.4 and hIAP activ 1.2.
`COc1ccc(NC(=O)CCSc2ccc3ccccc3n2)cc1` gave PfG6PD inh 1, SENP1 FRET inh 2, SENP8 block 4, GRIN3A LBD mod -4, SENP6 block -14, ATG4B inhibitor -10, MPTP block 1.2 and hIAP activ 0.98.
Screening O=C(Nc1cccnc1)c1cccc(-c2cc3ccccc3oc2=O)c1 returned PfG6PD inh 11, SENP1 FRET inh -8, SENP8 block -374, GRIN3A LBD mod 4, SENP6 block 5, ATG4B inhibitor -7, MPTP block 1.6 and hIAP activ 1.
For O=C(CN1CCN(C(=O)c2ccccc2)CC1)Nc1ccc(Cl)cc1F the results were PfG6PD inh -9, SENP1 FRET inh 1, SENP8 block 10, GRIN3A LBD mod 0, SENP6 block 6, ATG4B inhibitor 2, MPTP block -0.3 and hIAP activ 0.88.
Screening O=C(O)C1CCN(C(=O)c2ccc(S(=O)(=O)N3CCCCCC3)cc2)CC1 returned PfG6PD inh -8, SENP1 FRET inh 1, SENP8 block 17 and MPTP block -0.3.
NS(=O)(=O)c1cc(C(=O)NCC2CCCCC2)ccc1Cl was read as PfG6PD inh -7, SENP1 FRET inh 4, SENP8 block 11, GRIN3A LBD mod 2, SENP6 block -6, ATG4B inhibitor -19, MPTP block -2.5 and hIAP activ 0.93.
Screening CCC(=O)N1CCc2cc(S(=O)(=O)N3CCCCCC3)ccc21 returned PfG6PD inh -4, SENP1 FRET inh 2, SENP8 block 17, GRIN3A LBD mod -3, SENP6 block 5, ATG4B inhibitor -4, MPTP block -0.7 and hIAP activ 1.1.
`CCOc1ccc(NC(=O)C2CC(=O)N(C(C)C)C2)cc1` (configuration not stated) gave PfG6PD inh 7, SENP1 FRET inh 4, SENP8 block 6, GRIN3A LBD mod -1, SENP6 block 20, ATG4B inhibitor -10, MPTP block 1.1 and hIAP activ 1.
Fc1ccccc1Nc1nc(NCc2ccco2)nc(N2CCOCC2)n1 was read as PfG6PD inh 2, SENP1 FRET inh 1, SENP8 block 9, GRIN3A LBD mod 1, SENP6 block 7, ATG4B inhibitor 5, MPTP block 1.9 and hIAP activ 1.
NC(=O)CSc1nnc(-c2cc(-c3cccs3)nc3ccccc23)o1 was read as PfG6PD inh -8, SENP1 FRET inh -92, SENP8 block -403, GRIN3A LBD mod -31, SENP6 block -30, ATG4B inhibitor -5, MPTP block 0.9 and hIAP activ 0.99.
O=C(Nc1ccccc1N1CCN(C(=O)c2ccccc2)CC1)c1ccc(Br)o1 was read as PfG6PD inh -6, SENP1 FRET inh 3, SENP8 block 7, GRIN3A LBD mod -2, SENP6 block -3, ATG4B inhibitor 9, MPTP block 1.3 and hIAP activ 0.9.
`CN(C)C(=O)COC(=O)c1cccc(S(=O)(=O)N2CC3(C)CC2CC(C)(C)C3)c1` (configuration not stated) gave PfG6PD inh 5, SENP1 FRET inh -1, SENP8 block 0, GRIN3A LBD mod 1, SENP6 block -24, ATG4B inhibitor 15, MPTP block 0.9 and hIAP activ 0.97.

Already shown: entries from further up.
O=C(c1cn(-c2ccccc2)nc1-c1cc2ccccc2oc1=O)N1CCOCC1 was read as PfG6PD inh -4, SENP1 FRET inh -11, SENP8 block -390, GRIN3A LBD mod -3, SENP6 block -5, ATG4B inhibitor -6, MPTP block -0.9 and hIAP activ 0.91.
Screening Cn1c(=O)[nH]c(=O)c2c1nc(SCc1ccccc1Cl)n2CC(N)=O returned SENP1 FRET inh -1, SENP8 block 10, SENP6 block -16, MPTP block -0.7 and hIAP activ 1.

Back to the main list; the 3 compounds before the break are reprinted first.
NC(=O)CSc1nnc(-c2cc(-c3cccs3)nc3ccccc23)o1 was read as PfG6PD inh -8, SENP1 FRET inh -92, SENP8 block -403, GRIN3A LBD mod -31, SENP6 block -30, ATG4B inhibitor -5, MPTP block 0.9 and hIAP activ 0.99.
O=C(Nc1ccccc1N1CCN(C(=O)c2ccccc2)CC1)c1ccc(Br)o1 was read as PfG6PD inh -6, SENP1 FRET inh 3, SENP8 block 7, GRIN3A LBD mod -2, SENP6 block -3, ATG4B inhibitor 9, MPTP block 1.3 and hIAP activ 0.9.
`CN(C)C(=O)COC(=O)c1cccc(S(=O)(=O)N2CC3(C)CC2CC(C)(C)C3)c1` (configuration not stated) gave PfG6PD inh 5, SENP1 FRET inh -1, SENP8 block 0, GRIN3A LBD mod 1, SENP6 block -24, ATG4B inhibitor 15, MPTP block 0.9 and hIAP activ 0.97.
For NC(=O)c1cc2cc(Cl)ccc2oc1=O the results were PfG6PD inh -5, SENP1 FRET inh -2, SENP8 block -128, GRIN3A LBD mod 1, SENP6 block 6, ATG4B inhibitor 11, MPTP block -1.3 and hIAP activ 0.99.
Screening NC(N)=NS(=O)(=O)c1ccc(NC(=S)NC(=O)/C=C/c2ccc(F)cc2)cc1 returned PfG6PD inh -8, SENP1 FRET inh 2, SENP8 block 12, GRIN3A LBD mod 1, SENP6 block -14, ATG4B inhibitor -2, MPTP block 0.2 and hIAP activ 0.91.
Screening Cc1ccc(OCc2nnc(SCC(=O)O)n2N)cc1 returned PfG6PD inh -6, SENP1 FRET inh 4, SENP8 block 8, GRIN3A LBD mod 4, SENP6 block -3, ATG4B inhibitor -9, MPTP block 0.9 and hIAP activ 1.
For CCN(CC)CCOCCOC(=O)C1(c2ccccc2)CCCC1 the results were PfG6PD inh 3, SENP1 FRET inh 3, SENP8 block 8, GRIN3A LBD mod 1, SENP6 block -4, ATG4B inhibitor 6, MPTP block 4.3 and hIAP activ 0.91.
`CCCCC(=O)NCCNc1nc2c(c(=O)n(C)c(=O)n2C)n1Cc1ccc(F)cc1` gave PfG6PD inh -4, SENP1 FRET inh 2, SENP8 block 7, GRIN3A LBD mod -2, SENP6 block -8, ATG4B inhibitor -11, MPTP block 0.9 and hIAP activ 0.85.
CC1CCN(c2ccccc2NC(=S)NC(=O)c2ccco2)CC1 was read as PfG6PD inh 5, SENP1 FRET inh 8, SENP8 block 23, GRIN3A LBD mod -1, SENP6 block -1, ATG4B inhibitor -1, MPTP block 3.3 and hIAP activ 0.97.
C[C@H](CO)N1C[C@H](C)[C@H](CN(C)C(=O)c2ccncc2)OCc2ccccc2-c2c(n(C)c3ccccc23)C1=O was read as PfG6PD inh -9, SENP1 FRET inh -1, SENP8 block -5 and MPTP block 0.9.
For Cc1ccc(NC(=O)c2ccc(CSc3nnnn3C)cc2)cc1 the results were PfG6PD inh 2, SENP1 FRET inh 1, SENP8 block 18, GRIN3A LBD mod -3, SENP6 block -13, ATG4B inhibitor 4, MPTP block -1.5 and hIAP activ 1.1.
Screening CCOC(=O)C1=CC[C@H]2c3c(c4ccccc4n3C)C(=O)C1N2C returned PfG6PD inh -9, SENP1 FRET inh 1, SENP8 block 6, GRIN3A LBD mod 1, SENP6 block 4, ATG4B inhibitor -6, MPTP block -1.6 and hIAP activ 0.91.
Screening O=C(COc1ccc2c(-c3ccccc3)cc(=O)oc2c1)N[C@H](Cc1c[nH]c2ccccc12)C(=O)O returned PfG6PD inh -3, SENP1 FRET inh -19, SENP8 block 20, GRIN3A LBD mod 0, SENP6 block -7, ATG4B inhibitor -28, MPTP block -2.2 and hIAP activ 0.97.
For O=C(c1ccc(Cl)cc1)c1cnc(-c2ccc(Cl)cc2)s1 the results were PfG6PD inh 9, SENP1 FRET inh 0, SENP8 block 30, GRIN3A LBD mod 0, SENP6 block -4, ATG4B inhibitor -3, MPTP block -1.1 and hIAP activ 1.1.
For CCOC(=O)N1CCN(C(=O)CSCC(=O)Nc2nc(-c3ccc(C)cc3)cs2)CC1 the results were PfG6PD inh 0, SENP1 FRET inh 3, SENP8 block 10, GRIN3A LBD mod -2, SENP6 block -4, ATG4B inhibitor -1, MPTP block 0.8 and hIAP activ 0.89.
For CC1CCCC(C)N1C(=O)CN1C(=O)c2ccccc2S1(=O)=O (configuration not stated) the results were PfG6PD inh -4, SENP1 FRET inh 4, SENP8 block 9, GRIN3A LBD mod 3, SENP6 block -6, ATG4B inhibitor -3, MPTP block 0.3 and hIAP activ 1.
Screening Cc1cc(C)cc(NC(=O)C(Sc2nnc(C)c(=O)[nH]2)c2ccccc2)c1 (configuration not stated) returned PfG6PD inh -34, SENP1 FRET inh 2, SENP8 block 10, GRIN3A LBD mod 1, SENP6 block 8, ATG4B inhibitor -2, MPTP block 0.8 and hIAP activ 1.
Screening CC(c1ccccc1)N1C(=O)c2ccccc2C1(O)Cc1ccccc1 (configuration not stated) returned PfG6PD inh -10, SENP1 FRET inh 2, SENP8 block 21, GRIN3A LBD mod 0, SENP6 block 8, ATG4B inhibitor -1, MPTP block -1.4 and hIAP activ 0.87.
CCOC12CC(C)(C)CC(C)(CC3=C1C(=O)CC(C)(C)C3)C2 (configuration not stated) was read as PfG6PD inh -2, SENP1 FRET inh -2, SENP8 block 12, GRIN3A LBD mod -15, SENP6 block 1, ATG4B inhibitor 1, MPTP block 1.2 and hIAP activ 1.1.
`COc1cc([N+](=O)[O-])cc2sc(NC(C)=O)nc12` gave PfG6PD inh -5, SENP1 FRET inh -17, SENP8 block 59*, GRIN3A LBD mod 1, SENP6 block -20, ATG4B inhibitor -5, MPTP block 2.1 and hIAP activ 0.91.
`N#Cc1cc2c(=O)n3ccccc3nc2n(Cc2cccnc2)c1=O` gave PfG6PD inh 9, SENP1 FRET inh -34, SENP8 block -414, GRIN3A LBD mod -3, SENP6 block -10, ATG4B inhibitor -5, MPTP block 1.5 and hIAP activ 1.2.
For O=C(NC1CCCCC1)C(c1ccccc1)N(Cc1cccnc1)C(=O)c1csnn1 (configuration not stated) the results were PfG6PD inh 6, SENP1 FRET inh -2, SENP8 block -2, GRIN3A LBD mod -2, SENP6 block 5, ATG4B inhibitor -7, MPTP block -0.4 and hIAP activ 1.1.
Screening Oc1c(Br)cc(Cl)cc1C=Nc1ccc(N2CCOCC2)cc1 returned PfG6PD inh 19, SENP1 FRET inh -28, SENP8 block -19, GRIN3A LBD mod -2, SENP6 block -12, ATG4B inhibitor 8, MPTP block -1.3 and hIAP activ 1.
Screening CC(=O)c1cccc(OCC(=O)N(CCC2=CCCCC2)c2c(N)n(Cc3ccccc3)c(=O)[nH]c2=O)c1 returned PfG6PD inh -8, SENP1 FRET inh -9, SENP8 block -72, GRIN3A LBD mod -3, ATG4B inhibitor -11 and MPTP block 0.4.
For CC(=O)c1cccc(NS(=O)(=O)N2CCCCC2)c1 the results were PfG6PD inh 2, SENP1 FRET inh 2, SENP8 block 41*, GRIN3A LBD mod -8, SENP6 block 15, ATG4B inhibitor 6, MPTP block 0.6 and hIAP activ 1.1.

Screening results as filed in PubChem BioAssay.
